Source: PubChem BioAssay
PolyA inhibitor – blocks polyadenylation in yeast reporter cells; S. cerevisiae SKY197-pL101 polyadenylation reporter, beta-gal luminescence; efflux-impaired pdr1/pdr3 knockout yeast; score 100 = 6 SD above DMSO; calls only at 12 µM; actives 0.02% (n = 300,000); AID 1875;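 active means lowest replicate activity score at least 50, where 100 means six control SD above control mean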;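 further: yeast exposed to compound for 9 h at 30 °C; higher score means more reporter readthrough which indicates perturbed polyadenylation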
HIF act – HIF pathway transcriptional activation. U2OS HRE-luciferase reporter, luminescence; normalized: DMSO 0%, desferrioxamine 100%. activation, % at 7.5 µM (by protocol). actives 0.32% (n = 300,000). AID 1910;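 active means mean activation of at least 10% of the iron chelator positive control signal, with at least half of replicates also reaching 10%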
TRPC4 potent – TRPC4 (mouse) allosteric potentiation. Q9QUQ5. HEK293 TRPC4beta/mu-opioid, DAMGO EC20, Fluo-4 Ca2+ flux; active compounds read high. B-score at 10 µM. actives 0.42% (n = 310,000). AID 2227;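 active means B-score of calcium response area above 5 SD of library B-scores, with initial fluorescence ratio within 5 SD of library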;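 further: B-score of integrated fluorescence ratio over time as area under calcium response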
Target sequence (Q9QUQ5 whole entry, looked up): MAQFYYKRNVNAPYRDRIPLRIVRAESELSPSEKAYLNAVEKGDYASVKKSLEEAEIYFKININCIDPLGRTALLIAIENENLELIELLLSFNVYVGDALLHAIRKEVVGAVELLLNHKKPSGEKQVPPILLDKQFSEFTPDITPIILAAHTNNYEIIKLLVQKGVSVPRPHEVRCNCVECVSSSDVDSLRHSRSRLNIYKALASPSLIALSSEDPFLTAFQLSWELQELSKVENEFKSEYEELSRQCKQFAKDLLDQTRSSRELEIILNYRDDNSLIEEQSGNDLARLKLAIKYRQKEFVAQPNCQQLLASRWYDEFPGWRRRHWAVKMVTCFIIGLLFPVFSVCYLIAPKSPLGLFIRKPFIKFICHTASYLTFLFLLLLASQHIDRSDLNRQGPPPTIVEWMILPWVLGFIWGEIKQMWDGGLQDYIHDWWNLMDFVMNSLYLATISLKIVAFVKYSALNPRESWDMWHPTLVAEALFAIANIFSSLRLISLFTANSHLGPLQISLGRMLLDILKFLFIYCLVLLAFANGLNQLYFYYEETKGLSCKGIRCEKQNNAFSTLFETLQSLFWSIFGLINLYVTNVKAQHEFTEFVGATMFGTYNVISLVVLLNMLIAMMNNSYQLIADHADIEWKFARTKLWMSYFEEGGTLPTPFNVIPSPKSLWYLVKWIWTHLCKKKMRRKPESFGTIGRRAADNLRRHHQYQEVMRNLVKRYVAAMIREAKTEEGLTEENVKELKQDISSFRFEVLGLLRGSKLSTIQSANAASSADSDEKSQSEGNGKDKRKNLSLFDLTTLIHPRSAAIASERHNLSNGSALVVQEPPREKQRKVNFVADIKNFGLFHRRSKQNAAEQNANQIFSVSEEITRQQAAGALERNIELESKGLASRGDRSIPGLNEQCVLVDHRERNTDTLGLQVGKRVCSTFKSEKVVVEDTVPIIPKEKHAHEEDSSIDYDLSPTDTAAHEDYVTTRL
TRPC6 inh – inhibitors of mouse TRPC6 channel | B-score at 10 µM | actives 1.1% (n = 310,000) | HEK293-TRPC6, membrane potential dye, ACh-evoked depolarization; active compounds read low | Q61143 | AID 2553;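 active means B-score under library mean minus 3 SD, initial fluorescence not abnormally high, positive integrated signal ratio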;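 further: B-score derived from integrated fluorescence ratio over the kinetic read; more negative B-score means stronger inhibition of depolarization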
AI-2 QS modul – Vibrio harveyi AI-2 quorum sensing modulation | Vibrio harveyi JMH597 AI-2 luminescence/OD600 ratio, 9 h; active compounds read low; strain lacks LuxN and CqsS sensors; 0 = neutral-control median | AID 2094 | actives 0.4% (n = 300,000) | activity change, % at 7.5 µM; in the data active means activity change below about -75%, passing the limit was not always enough;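 further: luminescence divided by OD600 gain over 9 h not by final OD600 alone; inactives centre near 13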
TRPC4 agonist – opens the mouse TRPC4 cation channel | AID 2237 | B-score at 10 µM | actives 0.49% (n = 310,000) | HEK293 TRPC4beta/mu-opioid, Fluo4 calcium fluorescence; active compounds read high;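 active means B-score above 5 SD of library B-scores, and initial fluorescence ratio not above library mean plus 5 SD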;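 further: positive B-score marks a calcium rise read as TRPC4 activation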
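System – HEK293 cells stably co-expressing mouse TRPC4beta and mu-opioid receptor · Signal – Fluo4 calcium-sensitive dye fluorescence, kinetic, 1 Hz baseline · Benchmarks – buffer (low) and maximal DAMGO (high) · Read-out – B score of integrated fluorescence ratio per well · Incubation – dye loading 45 min room temperature, 110 s kinetic read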
MrgX1 antagonist – blocks BAM8-22 activation of human MrgX1 receptor; Q96LB2; B-score at 10 µM; MRGX1-HEK293 calcium flux, Fluo-4, BAM8-22 antagonism; active compounds read low; actives 1.3% (n = 310,000);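 active means calcium-response B-score plate-corrected more than 3 library SD below zero, starting fluorescence within 5 deviations, no agonist response on first addition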;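 further: peak minus trough fluorescence over baseline after final BAM8-22 challenge near maximal dose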
TRPC4 block – blocks the mouse TRPC4 cation channel. B-score at 10 µM. Q9QUQ5. actives 0.39% (n = 300,000). HEK293 TRPC4beta/mu-opioid, DAMGO-evoked Fluo4 calcium flux; active compounds read low;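 active means B-score over 3 SD under the library average, no early fluorescence shift, positive overall ratio signal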
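Assay system – HEK293 line stably carrying TRPC4beta and mu-opioid receptor · Doses – single dose · Detection – Fluo4 calcium-dye fluorescence, kinetic read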
MrgX1 agonist – activates human MrgX1 receptor signaling; Q96LB2; MrgX1-HEK293 cells, Fluo-4 calcium fluorescence, agonist mode; active compounds read high; B-score at 10 µM; actives 0.44% (n = 310,000); AID 588627;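 active means calcium response B-score plate-corrected fluorescence ratio at least 3 library SD, with starting fluorescence B-score inside 5 SD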
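Test system: HEK293 cells stably expressing human MrgX1 receptor; Input: fifteen thousand cells per well; Dosing: compound delivered in addition one of three; Schedule: overnight seeding, then 1 h dark dye loading; Technique: Fluo-4 NW calcium fluorescence; Measure: B-scored fluorescence response ratio; Controls: positive and negative controls per plate.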
MrgX1 PAM – human MrgX1 positive allosteric modulation, primary screen; Q96LB2; MrgX1-HEK293, Fluo-4 calcium flux, FDSS; active compounds read high; B-score at 10 µM; actives 0.63% (n = 310,000);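 active means plate-corrected calcium response at least 3 library SD above typical, normal starting fluorescence, not activating the receptor alone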;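 further: compound read alongside a low EC10 to EC30 dose of BAM8-22 agonist; peak minus trough fluorescence over baseline measured at the second addition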
TRPC6 activator – activates the mouse TRPC6 cation channel; Q61143; HEK293-TRPC6 membrane potential dye fluorescence; active compounds read high; B-score at 10 µM; actives 0.13% (n = 310,000);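 active means B-score of the integrated fluorescence ratio above library mean plus 3 SD, and starting fluorescence ratio within library mean plus 5 SD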;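 further: higher score means more depolarization so channel activation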
Starred values were filed as active, the others as inactive; i = inactive; · = not tested or not shown.

molecule	PolyA inhibitor	HIF act	TRPC4 potent	TRPC6 inh	AI-2 QS modul	TRPC4 agonist	MrgX1 antagonist	TRPC4 block	MrgX1 agonist	MrgX1 PAM	TRPC6 activator
CCOC(=O)CSc1nnc(CSc2nc(C)cc(C)n2)n1Cc1ccco1	i	-0.7	i	i	16	i	i	i	i	i	i
CCC(C)c1ccc(NC(=S)NCc2cccs2)cc1 (stereo not given)	i	0.8	i	i	-15	i	i	i	i	i	i
CCCc1nc2ccccc2c(NC(=O)CN(CC)CC)c1CC	i	-0.3	i	i	12	i	i	i	i	i	i
COc1ccc(C(=O)NC(=S)N(CCC(C)C)c2c(N)n(Cc3ccccc3)c(=O)[nH]c2=O)cc1	i	0.0	i	-5.5*	33	i	i	i	i	i	i
CCOCCn1c(SC(C)C(C)=O)nc2c1c(=O)[nH]c(=O)n2C (stereo not given)	i	0.4	i	i	21	i	i	i	53*	i	i
Cc1cccc(C)c1NC(=O)CCCSc1nnnn1C	i	0.0	i	i	-3	i	i	i	i	i	i
CCC(=O)c1cn(CC(=O)NCc2ccco2)c2ccccc12	i	0.7	i	i	35	i	i	i	i	i	i
O=C(NC1CCCCC1)C(c1cccnc1)N(C(=O)c1csnn1)C1CCCC1 (stereo not given)	i	-0.5	i	i	-4	i	i	i	i	i	i
CC(C)(C)c1nnc(NC(=O)C2CCN(c3ncccn3)CC2)s1	i	0.0	i	i	-2	i	i	i	i	i	i
COc1cc(NC(=O)CCS(=O)(=O)c2ccc3c(c2)oc(=O)n3C)cc(OC)c1OC	i	-0.3	i	i	30	i	i	i	i	i	i
COCCn1c(N)c(N(Cc2ccccc2)C(=O)CSCC(=O)Nc2ccc(C)cc2)c(=O)[nH]c1=O	i	-0.4	i	i	23	i	i	i	i	i	i
CCN1C2=NCCCN2c2cc(C)c(C)cc21	i	-0.8	i	i	5	i	i	i	i	i	i
CC(C)CNCC(=O)N1c2ccccc2Sc2ccccc21	i	-0.8	i	-5.7*	32	i	i	i	i	i	i
O=Cc1ccccc1-c1cn(CCCOCc2ccccc2)nn1	i	-1.1	i	i	21	i	i	i	i	i	i
Cc1ccc(C)c(-c2csc(NC(=O)c3cnccn3)n2)c1	i	-0.5	i	i	-5	i	i	i	i	i	i
c1ccc2oc(-c3[nH]ncc3CN3CCSCC3)cc2c1	i	-0.1	i	i	13	i	i	i	i	i	i
COc1ccc(CSCC(=O)Nc2ccccc2SC)cc1	i	0.7	i	i	10	i	i	i	i	i	i
CCOc1ccccc1NC(=O)c1cccc(NC2=NC3CS(=O)(=O)CC3S2)c1 (stereo not given)	i	-0.3	i	i	29	i	i	i	i	i	i
c1ccc(-c2nc3ccccc3c3nc4ccccc4n23)cc1	i	-0.5	i	i	21	i	i	i	i	i	i
COc1ccc(-c2cc(C(=O)Nc3c(Cl)cc(Cl)cc3Cl)c3ccccc3n2)cc1OC	i	0.2	i	i	21	i	i	i	i	i	i
CC(=O)c1ccc([N+](=O)[O-])c(CS(=O)(=O)c2ccccc2)c1	i	-1.6	i	i	4	i	i	i	i	i	i
Cc1ccc(NS(=O)(=O)c2ccc(C(=O)OCC(=O)NCC3CCCO3)cc2)cc1 (stereo not given)	i	0.5	i	i	17	i	i	i	i	i	i
Cc1nc2sc(C(c3ccco3)N3CCN(C(c4ccccc4)c4ccccc4)CC3)c(O)n2n1 (stereo not given)	i	-0.1	i	i	28	i	i	i	i	i	i
COc1ccc(C(C(=O)NC2CCCC2)N(Cc2ccc(F)cc2)C(=O)c2ccn[nH]2)cc1OC (stereo not given)	i	-0.2	i	i	33	i	i	i	i	i	i
CCc1noc(C)c1C(=O)N(CC)CC(=O)Nc1ccccc1C(F)(F)F	i	0.1	i	i	4	i	i	i	i	i	i
COC(=O)c1cccc(Oc2nc3c(c(=O)n(C)c(=O)n3C)n2C(C)C)c1	i	-0.2	i	i	34	i	i	i	i	i	i
Cc1nn(-c2ccccc2)c(Cl)c1C(=O)Nc1nnc(C2CCCC2)s1	i	-0.3	i	i	-6	i	i	i	i	i	i
CCC(Sc1nncn1C)C(=O)Nc1nnc(-c2ccccc2Cl)s1 (stereo not given)	i	0.8	i	i	41	i	i	i	i	i	i
CCOc1ccc(N=c2scc(-c3ccc(OC)cc3)n2CCO)cc1	i	0.8	i	i	14	i	i	i	i	i	i
CCN(C(=O)COC(=O)CSc1ccc([N+](=O)[O-])cc1)C1CCS(=O)(=O)C1 (stereo not given)	i	0.1	i	i	10	i	i	i	i	i	i
Cc1ccc(Nc2nc(-c3c(C)n(C)n(-c4ccccc4)c3=O)c(C)s2)cc1	i	-0.4	i	i	3	i	i	i	i	i	i
COc1ccc(C(=O)CSc2nnc(-c3ccccn3)n2Cc2ccco2)cc1	i	-1.4	i	i	5	i	i	i	i	i	i
CC(C)(CNC(=O)c1cccc(F)c1)CNC(=O)c1cccc(F)c1	i	-0.3	i	i	10	i	i	i	i	i	i
CCN(CC(=O)NCc1cccs1)C(=O)c1ccc(NS(=O)(=O)c2ccc(F)cc2)cc1	i	2.0	i	i	2	i	i	i	i	i	i
O=c1c2c(nc3cc(-c4ccccc4)[nH]n13)CCC2	i	1.4	i	i	9	i	i	i	i	i	i
CCOc1ccc(N2C(=O)c3ccccc3C2=O)cc1	i	-31	i	i	12	i	i	i	i	i	i
CCOC(=O)Cc1csc(NS(=O)(=O)c2cccc([N+](=O)[O-])c2)n1	i	0.2	i	i	36	i	i	i	i	i	i
Cc1n[nH]c(=S)n(/N=C/c2ccccn2)c1=O	i	-2.4	i	i	26	i	i	i	i	i	i
O=C(Nc1cccc(O)c1)C(Cc1ccccc1)N1C(=O)c2cccc3cccc(c23)C1=O (stereo not given)	i	-0.2	i	i	12	i	i	i	i	i	i
O=C(CSC1CC(=O)N(c2ccc(C(=O)O)cc2)C1=O)Nc1ccc(Cl)cc1 (stereo not given)	i	0.8	i	i	16	i	i	i	i	i	i
COC(=O)C1CCN(C(=O)Cc2ccc(OC)c(OC)c2)CC1	i	-0.2	i	i	21	i	i	i	i	i	i
O=C(OCc1cc(=O)n2cc(Br)ccc2n1)c1ccc(Cl)c(S(=O)(=O)NCc2ccccc2)c1	i	-0.7	i	i	13	i	i	i	i	i	i
CCOc1ccc(C2(C)CC(=O)N(C)C2=O)cc1 (stereo not given)	i	-1.5	i	i	6	i	i	i	i	i	i
Cc1nc(CSc2nsc(/C=C/N(C)C)c2C#N)cs1	i	-0.1	i	i	20	i	·	i	·	·	i
Cc1occc1C(=O)N(C)Cc1nc(-c2ccc(Cl)cc2)no1	i	0.2	i	i	8	i	i	i	i	i	i
CCCCCCCCCn1cc(C(C)=O)c(=O)[nH]c1=O	i	0.0	i	i	15	i	i	i	i	i	i
O=C(CSc1ccc(F)cc1)NC12CC3CC(CC(C3)C1)C2	i	1.7	i	i	8	i	i	i	i	i	i
CCOC(=O)c1cccc(NC(=O)c2cccnc2)c1	i	0.0	i	i	8	i	i	i	i	i	i
COC(=O)c1ccc(O)c(Sc2cc(C(=O)OC)ccc2O)c1	i	0.0	i	i	33	i	i	i	i	i	i
O=S(=O)(c1ccc(Br)s1)N1CCN(c2ccc(F)cc2)CC1	i	-0.3	i	i	19	i	i	i	i	i	i

Following part:
molecule	PolyA inhibitor	HIF act	TRPC4 potent	TRPC6 inh	AI-2 QS modul	TRPC4 agonist	MrgX1 antagonist	TRPC4 block	MrgX1 agonist	MrgX1 PAM	TRPC6 activator
CCCCOC(=O)C(C)Nc1n[nH]c(=S)[nH]c1=O (stereo not given)	i	-0.1	i	i	-7	i	i	i	i	i	i
CCOC(=O)C1CCN(C(=O)CCc2nnc3ccc(NCCCN4CCCC4=O)nn23)CC1	i	0.5	i	i	-3	i	i	i	i	i	i
CNC(=O)c1ccccc1Nc1ccc(SC(F)F)cc1	i	-17	i	i	3	i	i	i	i	i	i
CC1(C)CC(CC(=O)NNc2nc(-c3ccccc3)cs2)C(=O)O1 (stereo not given)	i	0.0	i	i	1	i	i	i	i	i	i
Cc1cccc(-n2c(C)nc3cc(C(=O)NCC4CCCO4)ccc32)c1 (stereo not given)	i	-0.5	i	i	-1	i	i	i	i	i	i
COc1cccc(NC(=O)c2cc(-c3ccc(OC)cc3OC)nc3ccccc23)c1	i	-0.6	i	-5.1*	19	i	i	i	i	i	i
COc1ccc(N2CCN(CC(=O)c3c(C)n(C)c4ccc(OC)cc34)CC2)cc1	i	0.6	i	i	9	i	i	i	i	i	i
Cc1ccc(S(=O)(=O)N2C(=O)CCC2C(=O)N2CCCCC2)cc1 (stereo not given)	i	-43	i	i	19	i	i	i	i	i	i
Cc1ccc(CCNC(=O)Cc2ccc(NC3=NC4CS(=O)(=O)CC4S3)cc2)cc1 (stereo not given)	i	-0.4	i	i	39	i	i	i	i	i	i
O=C(Nc1ccc(Br)cc1)c1cccc(-n2cnnn2)c1	i	0.3	i	i	-1	i	i	i	i	i	i
CCOC(=O)C(CCCOc1ccccc1)C(=O)OCC	i	0.2	i	i	28	i	i	i	i	i	i
COc1cccc(NC=C2C(=O)OC(C)(C)OC2=O)c1	i	3.7	i	i	19	i	i	i	i	i	i
Cc1cc(-c2ccc(C)c(S(=O)(=O)Nc3cccc(CN4CCCC4)c3)c2)on1	i	0.2	i	i	24	i	i	i	i	i	i

A portion of the library (hit frequency here may not be typical).
